tim10-1 inh = growth inhibitors of tim10-1 mutant yeast, primary screen, luminescence, uHTS. S. cerevisiae tim10-1 ts strain growth, BacTiter-Glo, 24 h. AID 463190, 2010. hit rate 2.2% among 330,000. inhibition, % at 20 µM;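 active = inhibition of at least 40%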;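 note: mutant grown at 25 °C; 0% = DMSO wells with yeast and 100% = wells holding no yeast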
mIAP act = activators of mouse IAP, primary screen, biochemical, luminescence, uHTS. intestinal alkaline phosphatase [Mus musculus]. muIAP, CDP-Star luminescence, 30 min; hits give high values; 1 = vehicle-only enzyme signal, 0 = enzyme-free wells. activation factor at 10 µM. hit rate 0.24% among 330,000. AID 2805, 2010;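 active = activation factor of at least 2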; note: the source names both 10 and 20 µM as test concentration; values of inactives mirror those of a sister screen read the other way
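System: mouse IAP enzyme. Reagent: CDP-Star chemiluminescent phosphatase substrate. Benchmarks: DMSO wells, no-enzyme wells. Times: 30 min enzyme-substrate-compound incubation at room temperature. Detection: luminescence from enzymatic CDP-Star hydrolysis. Doses: test compounds delivered from DMSO solution.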
hIAP block = human IAP inhibitors, primary screen, biochemical, luminescence, uHTS; Intestinal-type alkaline phosphatase (Homo sapiens), P09923; purified IAP, CDP-Star luminescence, 30 min; inhibition, % at 10 µM; hit rate 0.12% among 330,000;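 active = inhibition reaching a set limit with compound at 10 µM in the primary screen, cut at about 35% in these data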;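 note: plate controls were DMSO wells with enzyme for no effect and no-enzyme buffer wells for full effect; values of inactives mirror those of a sister screen read the other way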
A3G deaminase = APOBEC3G DNA deaminase inhibitors, primary screen, biochemical, fluorescence, single-stranded DNA substrate, uHTS; DNA dC->dU-editing enzyme APOBEC-3G (Homo sapiens), Q9HC16; recombinant A3G, ssDNA deamination FAM/TAMRA fluorescence; inhibition, % at 20 µM; hit rate 0.28% among 330,000;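 active = inhibition of at least 40% at 20 µM, with no more than 30% in the related APOBEC3A deaminase screen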;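 note: plate controls were DMSO wells with A3G for no effect and wells lacking A3G enzyme for full effect; some compounds called inactive have numbers as strong as hits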
Target sequence (Q9HC16 whole entry, looked up): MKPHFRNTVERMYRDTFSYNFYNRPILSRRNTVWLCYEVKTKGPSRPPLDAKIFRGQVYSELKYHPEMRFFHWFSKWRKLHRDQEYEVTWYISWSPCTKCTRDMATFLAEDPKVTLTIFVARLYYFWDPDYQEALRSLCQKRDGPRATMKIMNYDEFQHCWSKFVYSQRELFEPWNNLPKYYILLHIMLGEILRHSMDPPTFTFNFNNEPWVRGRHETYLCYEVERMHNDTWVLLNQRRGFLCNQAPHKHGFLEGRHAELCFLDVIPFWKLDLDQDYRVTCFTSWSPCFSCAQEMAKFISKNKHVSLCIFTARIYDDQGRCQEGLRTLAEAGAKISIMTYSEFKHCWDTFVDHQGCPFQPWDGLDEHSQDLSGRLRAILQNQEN
MIN6 prolif = inducers of MIN6 beta-cell proliferation, primary screen, ATP luminescence, uHTS. MIN6 cells proliferation, ATPlite luminescence, 48 h; cells starved in 0.2% serum; 100% = growth in 10% serum. proliferation, % at 10 µM. hit rate 0.29% among 330,000. AID 2380, 2010;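 active = compounds whose signal lies at least 3.5 SD above the mean of all wells on their plate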;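 note: 0% = DMSO-treated cells in low-serum medium and 100% = 10% serum control; some compounds called inactive have numbers as strong as hits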
NLRP3 yeast inh = NALP3 inflammasome inhibitors in reconstituted yeast, primary screen, luminescence, uHTS. Yeast reconstituted NLRP3/ASC/caspase-1, beta-gal luminescence, 24 h. inhibition, % at 10 µM. hit rate 0.39% among 330,000;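 active = inhibition of 50% or more; inactive = inhibition below 50%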;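 note: plate controls were induced DMSO wells for no effect and uninduced yeast grown without galactose for full effect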
mIAP block = inhibitors of mouse IAP, primary screen, biochemical, luminescence, uHTS; intestinal alkaline phosphatase [Mus musculus]; purified mouse IAP, CDP-Star luminescence, 30 min; inhibition, % at 10 µM; hit rate 0.2% among 330,000; AID 2806, 2010;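 active = inhibition of at least 40% at 10 µM in the primary screen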;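 note: plate controls were DMSO with enzyme for no effect and no enzyme wells for full effect; values of inactives mirror those of a sister screen read the other way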
A3A deaminase = APOBEC3A ssDNA deaminase inhibitors, primary screen, selectivity assay for APOBEC3G inhibitor project, biochemical, FAM/TAMRA oligo cleavage fluorescence; recombinant A3A, FAM/TAMRA ssDNA deamination fluorescence; inhibition, % at 20 µM; hit rate 0.41% among 330,000; AID 493011, 2011;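 active = at least 40% inhibition at 20 µM here, with at most 30% in a related deaminase screen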;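 note: plate controls were A3A with DMSO for no effect and wells lacking A3A enzyme for full effect; some results filed as inactive read as strong as hits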
Target sequence (P31941 whole entry, looked up): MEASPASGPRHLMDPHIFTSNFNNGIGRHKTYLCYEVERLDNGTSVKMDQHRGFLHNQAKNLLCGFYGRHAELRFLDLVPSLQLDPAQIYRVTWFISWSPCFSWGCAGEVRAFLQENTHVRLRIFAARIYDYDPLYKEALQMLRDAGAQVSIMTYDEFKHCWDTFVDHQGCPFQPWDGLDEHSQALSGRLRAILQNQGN
TIM10 inh = growth inhibitors of isogenic TIM10 control yeast, primary screen, counter-screen for tim10-1 yeast inhibitor project, luminescence, uHTS; hit rate 1.4% among 330,000; S. cerevisiae TIM10 strain growth, BacTiter-Glo luminescence, 24 h; inhibition, % at 10 µM;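 active = inhibition of 40% or more at the single tested concentration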;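 note: wild-type TIM10 isogenic control strain grown at permissive 25 °C; 0% = DMSO yeast wells and 100% = minimal medium wells without yeast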
Starred values were filed as active, the others as inactive.

The line under a structure holds: tim10-1 inh, mIAP act, hIAP block, A3G deaminase, MIN6 prolif, NLRP3 yeast inh, mIAP block, A3A deaminase, TIM10 inh
COc1ccc(CC(NC(C)=O)C(=O)N2CCN(C(=O)N(C(C)C)C(C)C)CC2)cc1 (stereo not given)
 : 19, 0.97, 21, -4, -2, 15, 2, -2, 9
O=C(CCCN1CCC(O)(c2ccc(Br)cc2)CC1)c1ccc(F)cc1
 : -20, 0.89, 10, -5, -6, 30, 11, -3, -37
CCC(=O)Nc1nc(C)c(-c2csc(Nc3ccc(C(=O)O)cc3)n2)s1
 : 27, 0.78, -6, -3, -2, -8, 22, -4, 17
CCN(CC)CCCN(CC(=O)N(C)Cc1ccccc1)C(=O)c1ccc([N+](=O)[O-])cc1
 : -11, 0.96, -11, -12, 0, 7, 4, -3, 2
CC(=O)N(Cc1ccccc1C)c1cccc(C)c1C
 : 24, 0.9, -3, -1, -1, -14, 10, 1, 1
CCNC(=S)NCc1ccc2c(c1)OCO2
 : 7, 0.97, 5, -11, -1, 1, 3, -7, 13
O=C(NCc1nnnn1-c1ccc(F)c(F)c1)C(=O)c1c[nH]c2ccccc12
 : -8, 0.91, -16, -8, 5, 2, 9, -1, -14
CCN(CC)C(=O)COn1c(SCC(=O)N(CC)CC)nc2ccccc2c1=O
 : 12, 1, 8, -3, -2, 2, -4, 4, 8
CCOc1ccc(C)cc1S(=O)(=O)n1ccc(C)n1
 : 25, 0.99, -7, -2, 5, 24, 1, -2, 1
O=c1cc(-c2ccc(O)cc2)oc2c(-c3c(O)cc(O)c4c(=O)cc(-c5ccc(O)cc5)oc34)c(O)cc(O)c12
 : -2, 0.85, 17, 4, -5, 10, 15, 3, 9
CCOC(=O)C1CCN(S(=O)(=O)c2ccc3[nH]c(=O)ccc3c2)CC1
 : 4, 0.95, 0, -7, 3, -3, 5, -8, -7
COc1ccc(NC(=O)C(CCSC)NC(N)=O)cc1Cl (stereo not given)
 : 13, 1.1, -7, -2, -1, 4, -6, -2, 2
Cc1ccc(CN2CCC(c3cc(-c4ccc(Cl)cc4)n[nH]3)CC2)cc1
 : -254, 0.99, 0, -7, -6, 41, 1, -1, -169
Cc1cc(C)nc(OC(C(=O)O)C(OCc2ccccc2)(c2ccccc2)c2ccccc2)n1 (stereo not given)
 : -1, 1.1, -21, -9, -4, 19, -6, -5, 97*
CCC(CC)NC(=O)Cc1ccc(S(=O)(=O)N2CCOCC2)s1
 : 12, 0.94, 3, -2, 1, 9, 6, 8, 4
COc1cc(C(=O)NCCN=C2NS(=O)(=O)c3ccccc32)cc(OC)c1OC
 : 7, 1.1, 8, -5, -5, 17, -10, 0, -9
COc1ccc(N=c2scc(C)n2CCCN2CCCC2=O)cc1
 : 10, 1, -5, -11, 1, 12, -2, 0, 20
Cn1cc(S(=O)(=O)N2CCOCC2)cc1C(=O)Nc1ccc(Cl)cc1
 : 13, 1.3, -20, 1, -3, -5, -25, -1, 1
Cc1cccc(NC(=S)NNC(=O)c2ccc3c(c2)OCO3)c1
 : 16, 0.9, -82, -5, 0, 5, 10, -1, 8
CC(C)(C)OC(=O)NCc1ccc(CNC(=O)c2ncn(Cc3ccccc3)c2C(=O)NCc2ccc(CNC(=O)OC(C)(C)C)cc2)cc1
 : 14, 0.92, 8, -6, -2, 6, 8, -5, 4
O=C1CCN(Cc2ccc(Br)cc2)CCN1CCO
 : -8, 1, -5, 0, -1, 9, -1, -6, -2
CC(=O)N1CCc2cc(S(=O)(=O)NC(Cc3ccccc3)C(=O)O)ccc21 (stereo not given)
 : -7, 0.9, -7, 0, -3, 7, 10, 3, 18
O=C(NC(=S)N1CCN(c2nc(-c3ccccc3)cs2)CC1)c1cccnc1
 : 33, 0.97, -6, -11, -5, 12, 2, -3, 15
CC(NS(=O)(=O)c1ccccc1)C(N)=O (stereo not given)
 : 7, 0.94, 12, -5, 1, 5, 6, -3, -11
N#Cc1ccc(NC(=O)CSc2nc3[nH]c(=O)cc(O)c3s2)cc1
 : 7, 0.78, -6, -5, 0, 21, 22, -6, 0
CN(CC(=O)Nc1ccc(F)cc1)C(=O)COC(=O)C1=COCCO1
 : 3, 0.95, 10, -9, -3, 8, 5, -2, 14
COc1ccc(CC(NC(C)=O)C(=O)NC2CCN(C(=O)Nc3ccccc3Cl)CC2)cc1OC (stereo not given)
 : 4, 0.93, 12, 1, -2, 7, 7, 2, -5
O=C(Nc1cccc(Cl)c1)OC1CCCCc2cccnc21 (stereo not given)
 : 38, 1.1, 14, -4, 0, 5, -9, -2, 32
CCOc1cc(C(=O)N/N=C/c2ccoc2)cc(OCC)c1OCC
 : 1, 0.95, 3, -5, 7, 6, 5, -2, -3
NC(=O)c1ccccc1NS(=O)(=O)c1ccc2c(c1)OCCO2
 : 2, 0.96, 11, -6, 3, 4, 4, -4, 10

Random excerpt: 4 compounds from above, in no set order.
The line under a structure holds: tim10-1 inh, mIAP act, hIAP block, A3G deaminase, MIN6 prolif, NLRP3 yeast inh, mIAP block, A3A deaminase, TIM10 inh
COc1ccc(CC(NC(C)=O)C(=O)N2CCN(C(=O)N(C(C)C)C(C)C)CC2)cc1 (stereo not given)
 : 19, 0.97, 21, -4, -2, 15, 2, -2, 9
Cn1cc(S(=O)(=O)N2CCOCC2)cc1C(=O)Nc1ccc(Cl)cc1
 : 13, 1.3, -20, 1, -3, -5, -25, -1, 1
CC(C)(C)OC(=O)NCc1ccc(CNC(=O)c2ncn(Cc3ccccc3)c2C(=O)NCc2ccc(CNC(=O)OC(C)(C)C)cc2)cc1
 : 14, 0.92, 8, -6, -2, 6, 8, -5, 4
Cc1cc(C)nc(OC(C(=O)O)C(OCc2ccccc2)(c2ccccc2)c2ccccc2)n1 (stereo not given)
 : -1, 1.1, -21, -9, -4, 19, -6, -5, 97*

Other compounds:
The line under a structure holds: tim10-1 inh, mIAP act, hIAP block, A3G deaminase, MIN6 prolif, NLRP3 yeast inh, mIAP block, A3A deaminase, TIM10 inh
CCOc1ccc(-n2c(CCc3ccccc3)n[nH]c2=S)cc1
 : 41*, 1, -26, 28, -3, 13, 0, -4, 24
CC(C)CC(=O)c1c[nH]c(C(=O)N2CCN(Cc3ccccc3)CC2)c1
 : 26, 1.1, 1, 0, 4, -1, -10, -1, 0
Cc1ccc(C2(c3ccccc3)NC(=O)N(CC(=O)N(C)C3CCS(=O)(=O)C3)C2=O)cc1C (stereo not given)
 : -10, 0.98, -9, 2, -3, 5, 2, 5, 12
CC1CN(C(=O)CCS(=O)(=O)c2ccccc2)CC(C)O1 (stereo not given)
 : 12, 1, -9, -9, 0, 13, -2, -7, -5
CC(=O)Nc1ccc(C2=NNC(=Nc3cccc(S(=O)(=O)N(C)C)c3)SC2)cc1
 : 8, 0.81, 7, -8, -6, 5, 19, -3, 5
CC(C)C[C@@H](CSc1ccccc1)N1CCN(CC(C)C)CCC1=O
 : -4, 1.1, 8, -10, -3, 18, -6, 0, 13
Cc1cccc(-n2c(O)c(C=Nc3ccc(O)cc3)c3ccccc3c2=O)n1
 : -2, 0.88, 15, -5, -1, 20, 12, -2, 0
Cc1cc(C)nc(NC(=O)C2c3ccccc3Oc3ccccc32)n1
 : 29, 1.1, 7, 2, -1, 27, -9, 2, -6
COc1ccc(C2=NN(c3ccccc3)C(c3cccs3)C2)cc1 (stereo not given)
 : 35, 1.3, 2, 4, -4, 13, -35, -4, 5
C=CCN(C(=O)CN1CCOCC1)c1nc(C)c(-c2ccccc2)s1
 : 14, 1.1, 11, -1, 1, 25, -7, -1, 11
O=C(CN1C(=O)c2ccccc2S1(=O)=O)NCc1ccccn1
 : 13, 1, 12, 1, -5, -13, -5, 5, -3
NC(=O)C1(c2ccccc2)CCOCC1
 : -3, 0.92, -16, -9, 1, -5, 8, -3, -8
COc1ccc(OC)c(CNS(=O)(=O)c2cn(C)cn2)c1
 : -14, 1.1, 22, -5, 0, 2, -7, -3, -11
COc1nc(NC(C)C)nc(N(C#N)CN2C(=O)c3ccccc3S2(=O)=O)n1
 : 22, 1, -14, -8, -3, -11, -4, -3, 2
Cc1ccc(OCCNC(=O)c2ccc3c(c2)OCO3)cc1
 : 9, 0.86, 12, -7, 0, 26, 14, -6, -10
CCn1c(O)c(N=NC(=O)c2cccnc2)c2cc(Br)ccc21
 : -1, 0.9, 15, -5, 3, 12, 10, 1, -1
COc1cccc(C(=O)NC(=S)Nc2cccnc2)c1
 : -13, 0.91, 7, -9, 0, 19, 9, -3, -2
C(=N\n1cnnc1)/c1cccc(OCCOc2ccccc2)c1
 : 14, 0.96, -11, -6, -1, 10, 4, -2, 3
Cc1cc(OCC(=O)Nn2cnnc2)c(C)cc1Br
 : -6, 0.92, 1, -4, 1, 6, 8, 2, -6
Cc1ccsc1/C=N/n1c(-c2cccnc2)n[nH]c1=S
 : 24, 1, -2, 40, 0, 19, -2, -7, -4
CCOc1cc(NC(=S)NCC2CCCO2)c(OCC)cc1NC(=O)c1cccc(C)c1 (stereo not given)
 : 28, 0.98, 11, -9, -5, 11, 2, 8, 6
COc1ccc(C(=O)NCC(=O)OCC(=O)N2CC(C)CC(C)C2)cc1 (stereo not given)
 : 14, 1.2, -12, 1, 0, -1, -15, 1, 7
CC1(C)Cc2c(C#N)c(NCC3CCCO3)nc(-c3ccco3)c2CO1 (stereo not given)
 : 9, 0.99, -7, -5, 1, -7, 1, -4, -8
COC(=O)c1cn(NC(=O)Cc2cccc(OC)c2)c(=O)c2ccccc12
 : -3, 1, -4, -7, -1, -2, -3, -3, -12
Cc1cc(C)cc(NC(=O)CSc2nnc(-c3ccccc3)n2N)c1
 : -5, 1.1, 3, -1, -3, 7, -7, 0, -3
O=C1N=C(N2CCCCC2)S/C1=C\c1ccccc1F
 : -4, 0.95, -5, -4, -3, 14, 4, -2, -2

Complete entries, quoted from the list:
O=c1cc(-c2ccc(O)cc2)oc2c(-c3c(O)cc(O)c4c(=O)cc(-c5ccc(O)cc5)oc34)c(O)cc(O)c12 in the list: tim10-1 inh: -2; mIAP act: 0.85; hIAP block: 17; A3G deaminase: 4; MIN6 prolif: -5; NLRP3 yeast inh: 10; mIAP block: 15; A3A deaminase: 3; TIM10 inh: 9
CCOC(=O)C1CCN(S(=O)(=O)c2ccc3[nH]c(=O)ccc3c2)CC1 in the list: tim10-1 inh: 4; mIAP act: 0.95; hIAP block: 0; A3G deaminase: -7; MIN6 prolif: 3; NLRP3 yeast inh: -3; mIAP block: 5; A3A deaminase: -8; TIM10 inh: -7
